Bioassay records: PubChem BioAssay, National Center for Advancing Translational Sciences (NCATS)
Sm TGR block = S. mansoni TGR enzyme inhibition. Q962Y6. purified TGR, DTNB reduction, TNB absorbance 405 nm. Potency, µM (titrated, usually from 114 µM), without a hit: top-dose activity change, negative = inhibition, usual class: inhibitors. actives 3% (n = 360,000). AID 485364; further: potency means the concentration at half of the fitted maximal effect; nearly all actives have a fitted effect of over 60% in size
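Kinetic colorimetric format: TGR-catalysed, NADPH-driven DTNB reduction monitored via TNB absorbance. Enzyme dispensed at 20 nM; compound exposure 15 min at room temperature before reaction start.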
AMA1 RON2 block = AMA1-RON2 (P. falciparum) interaction inhibition; AlphaScreen AMA1-biotinylated RON2 peptide binding; Potency, µM (top dose mostly 58.2 µM), for the others: at the top dose activity change, negative = inhibition, most hits filed as inhibitors; actives 0.2% (n = 360,000);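 further: potency means the concentration at half of the fitted maximal effect; 0% = vehicle wells and -100% = peptide control; nearly all actives have a fitted effect of over 45% in size; some results filed as inactive show a strong effect at the top dose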
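AMA1 (3D7) with his tag at 25 nM final met compounds first, then biotinylated RON2 peptide at 25 nM; detection used donor plus acceptor beads, 10 µg/mL apiece, read by AlphaScreen after 30 min at room temperature.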
LmPK inh = blocks Leishmania mexicana pyruvate kinase activity | purified LmPK, Kinase-Glo ATP luminescence, 1 h | Potency, µM (series often up to 57.5 µM), for inactives: at the highest dose activity change, negative = inhibition, actives largely listed as inhibitors | actives 0.37% (n = 290,000); further: potency means the concentration at half of the fitted maximal effect
Target sequence (Q27686 whole entry, looked up): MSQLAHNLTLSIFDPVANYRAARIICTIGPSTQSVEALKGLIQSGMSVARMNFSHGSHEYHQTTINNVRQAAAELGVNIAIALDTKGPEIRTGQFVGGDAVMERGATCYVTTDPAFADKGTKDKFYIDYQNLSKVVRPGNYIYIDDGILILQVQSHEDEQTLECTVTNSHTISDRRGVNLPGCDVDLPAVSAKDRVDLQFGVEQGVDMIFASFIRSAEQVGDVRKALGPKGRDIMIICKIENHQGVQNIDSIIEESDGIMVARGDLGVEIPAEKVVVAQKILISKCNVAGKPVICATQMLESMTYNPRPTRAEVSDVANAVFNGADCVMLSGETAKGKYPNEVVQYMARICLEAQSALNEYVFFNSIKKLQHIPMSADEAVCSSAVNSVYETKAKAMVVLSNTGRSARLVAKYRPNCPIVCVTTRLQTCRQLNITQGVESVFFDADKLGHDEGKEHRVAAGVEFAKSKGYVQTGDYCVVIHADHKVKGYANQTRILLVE
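Kinase-Glo luminescence read after 1 h RT reaction of 0.1 nM LmPK with 0.5 mM PEP and 0.1 mM ADP. Activity scaled between uninhibited and enzyme-free controls.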
Tb PYK inh = inhibitors of Trypanosoma brucei pyruvate kinase; Potency, µM (top dose mostly 76.8 µM), without a hit: at the highest dose activity, negative = inhibition, usual class: inhibitors; TbPYK enzyme, Kinase-Glo Plus ATP luminescence, 45 min; actives 0.12% (n = 410,000); further: potency means the concentration at half of the fitted maximal effect; nearly all actives have a fitted effect of over 50% in size
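Quantitative HTS: titrated library compounds versus trypanosomal pyruvate kinase in TEA buffer (pH 7.2) containing KCl, MgCl2, BSA and Tween-20. Reactions were initiated with ADP, 130 uM final. Kinase-Glo Plus luminescence was read after 45 min at RT.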
AmpC no deterg = blocks E. coli AmpC beta-lactamase in detergent-free assay; AmpC nitrocefin hydrolysis, absorbance 480 nm, 0.0001% Triton; Potency, µM (titrated, usually from 57.1 µM), for inactives: at the top dose activity change, negative = inhibition, actives largely listed as inhibitors; actives 0.52% (n = 330,000); P00811;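 further: potency means the concentration at half of the fitted maximal effect; plate controls were no compound for no effect and no enzyme for full effect; nearly all actives have a fitted effect of over 20% in size; some results filed as inactive show a strong effect at the top dose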
Target sequence (P00811 whole entry, looked up): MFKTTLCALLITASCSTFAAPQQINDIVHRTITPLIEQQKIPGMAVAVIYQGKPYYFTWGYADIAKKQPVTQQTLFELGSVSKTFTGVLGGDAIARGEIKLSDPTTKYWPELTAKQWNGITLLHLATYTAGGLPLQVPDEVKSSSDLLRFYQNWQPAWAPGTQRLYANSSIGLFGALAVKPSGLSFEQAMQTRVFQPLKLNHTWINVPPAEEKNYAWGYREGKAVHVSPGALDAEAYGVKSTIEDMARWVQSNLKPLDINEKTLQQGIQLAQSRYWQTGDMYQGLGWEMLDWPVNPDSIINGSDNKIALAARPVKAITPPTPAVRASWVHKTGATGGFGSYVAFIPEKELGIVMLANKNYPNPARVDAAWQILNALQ
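20 mM phosphate pH 7.0 + 0.01% (detergent screen) or 0.0001% Triton X-100; 5.3 nM AmpC reagent; cpd preinc 15 min RT; nitrocefin (800 uM stock) to start; A480 q20 s × 4 min; Activity was normalised to no-enzyme and no-compound control wells.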
AmpC detergent = AmpC beta-lactamase inhibition with detergent present. AmpC hydrolysis of nitrocefin, absorbance 480 nm, 0.01% Triton. Potency, µM (doses to about 114 µM), without a hit: top-dose activity change, negative = inhibition, usual class: inhibitors. actives 0.041% (n = 370,000). AID 485294;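 further: potency means the concentration at half of the fitted maximal effect; 0% = no-compound wells and -100% = no-enzyme wells; nearly all actives have a fitted effect of over 25% in size; some results filed as inactive show a strong effect at the top dose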
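20 mM phosphate pH 7.0 + 0.01% (detergent screen) or 0.0001% Triton X-100; 5.3 nM AmpC reagent; cpd preinc 15 min RT; nitrocefin (800 uM stock) to start; A480 q20 s × 4 min; Activity was normalised to no-enzyme and no-compound control wells.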
HCMV antiviral = inhibitors of human cytomegalovirus; HFF cells, HCMV-luciferase reporter, 72 h; active compounds read low; activity change, negative = inhibition, % at 57.5 µM; actives 4.5% (n = 410,000); AID 1259415; in the data active means activity change below about -60%; inconclusive means no clear call, values can overlap the other calls; inactive means above about -39%
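Human foreskin fibroblasts infected with luciferase-reporter HCMV at MOI 1 PFU/cell, compounds at two doses. Luciferase measured 72 h post infection; normalized to buffer-only basal and Salinomycin (10uM) controls.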
Starred values were filed as active, the others as inactive; ? = inconclusive; . = not tested or not shown; & = joins results of further samples; [ ] = dose if it differs, or a comment. Unless noted, the call rests on the fitted dose curve; in most records, active means well fitted curve in the direction sought with a large enough effect; inconclusive means small, poorly fitted or top-dose-only effect, or another doubt; inactive means no such curve, though single readings can be large; an effect the other way counts as inactive or inconclusive. Unless noted, on the % scale 0 is the no-effect control and ±100 the full control effect.

SMILES | Sm TGR block | AMA1 RON2 block | LmPK inh | Tb PYK inh | AmpC no deterg | AmpC detergent | HCMV antiviral
COc1ccc(NC(=O)COC(=O)c2c(NC(C)=O)sc(C)c2C)cc1 | . | -4% | . | -6% | . | . | -3
O=C(Nc1nc2ccccc2s1)C1=NN(c2ccccc2)C(=O)CC1 | 1% | 89%[activator] | -4% | -6% | -28% | -11% | 7
COc1ccc(-c2nnc(SCC(=O)N3CCOCC3)o2)cc1OC | 2% | 1% | -8% | -2% | 3% | ? | 48
CCCCN(C(=O)CCCc1nc2ccccc2s1)c1c(N)n(CCCC)c(=O)[nH]c1=O | 5% | -15% | -2% | -10% | -3% | ? | -31
Cc1ccc(Sc2c(C)nn(C(=O)COc3ccc(F)cc3)c2C)cc1 | -2% | . | . | 2% | . | -1% | 3
Fc1ccccc1CSc1nnnn1-c1ccc2c(c1)OCO2 | -12% | 14% | 1% | 1% | -15% | 0% | 16
CCOC(=O)N1CCN(C(=O)CCc2cc(OC)c(OC)c(OC)c2)CC1 | ? | -7% | -9% | 1% | -10% | 3% | 2
CCN(CC)S(=O)(=O)c1ccc(C)c(NC(=O)COC(=O)[C@@H]2CCCN2C(=O)c2cccs2)c1 | -6% | 1% | 3% | -2% | 30% | 5% | 40
Cn1c2ccccc2c2cnn(CC(=O)Nc3cccc(F)c3)c(=O)c21 | 29% | -7% | 1% | 0% | -30% | 3% | 4
CC(Cc1ccccc1)NC(=O)CN1CCCC1=O (stereo not given) | 4% | -11% | 4% | 3% | -12% | 5% | -32
Cc1cc(C)cc(Nc2ccc(C(=O)O)cc2N)c1 | -6% | -3% | -1% | -10% | -26% | -5% | 70
CC1CCN(S(=O)(=O)c2cc3c4c(c2)C(C)C(=O)N4CCC3)CC1 (stereo not given) | 7%&8% | 2% | 3% | -8%&-2% | 24% | 1%&2% | -15&22
NC(=O)c1ccc(N=Cc2c(O)n(Cc3ccco3)c(=O)[nH]c2=O)cc1 | 40µM* | -19% | 21% | -15% | -25% | -1% | 0
CC1CCN(S(=O)(=O)c2cnc(Cl)c(Br)c2)CC1 | -5% | -10% | 0% | -2% | -24% | -15% | -34
O=c1[nH]c(=S)[nH]c(O)c1/C=C1/C=c2ccccc2=N1 | ? | -4% | -1% | -19% | -6% | ? | 72
CCN(CC)c1ccc(NC(=O)c2sc3nc(-c4ccccc4)cn3c2C)cc1 | -9% | . | . | -5% | . | 0% | -25
Cc1cccc(C)c1NC(=O)CN(C)CC(=O)Nc1cc(Cl)ccc1C#N | 0% | 156%[activator] | -3% | 1% | 1% | -3% | 68
NC(=O)c1ccsc1NC(=O)COC(=O)c1ccccc1F | -7% | -4% | . | 1% | -51% | -3% | -7
Cn1c(=O)c2c(nc(CN3CCC(C(N)=O)CC3)n2Cc2c(Cl)cccc2Cl)n(C)c1=O | 6% | 5% | 1% | -2% | 36% | 6% | 82
OCCN(CCO)Cc1csc2ccccc12 | -1% | -8% | 2% | -11% | -21% | 17% | 16
CN(C)c1ccc(/C=N\Nc2nc(-c3ccccc3)cc(=O)[nH]2)cc1 | -5% | -1% | -1% | 0% | -22% | -12% | 63
COc1cccc(NS(=O)(=O)c2ccc3c(c2)N(C(C)=O)CCS3)c1 | 12% | -8% | -1% | -2% | -18% | 1% | ?
COc1ccc(C(=O)N/N=C/c2ccc(N3CCOCC3)o2)cc1OC | 7.9µM* | 42%[activator] | ? | 32µM* | 29% | ? | -39
CCC(C)[C@@H](CN(N=O)[C@@H](Cc1ccccc1)CN(C)N=O)N(CCc1ccccc1)N=O (stereo not given in full) | -20% | -5% | -3% | -4% | -4% | 10% | .
COc1ccc(CC(C)NCCc2ccc(OC)c(OC)c2)cc1 (stereo not given) | 0% | 19% | 2% | -3% | -16% | -8% | 7

New compounds follow
SMILES | Sm TGR block | AMA1 RON2 block | LmPK inh | Tb PYK inh | AmpC no deterg | AmpC detergent | HCMV antiviral
CCN(c1ccccc1)S(=O)(=O)c1ccc(Cl)c(NC(=O)c2ccc(=O)[nH]n2)c1 | 1% | 9% | . | 1% | -30% | 5% | ?
COP(=O)(OC)c1nc(-c2cccc3ccccc23)oc1N1CCCCC1 | -14% | 6% | 1%[11.5 µM] | -4% | 160%[activator] | -2% | -26
CCCCNC(=O)/C(C#N)=C/c1ccc(-c2ccc(S(=O)(=O)N3CCOCC3)cc2)o1 | 0% | -14% | 2% | -13% | 73%[activator] | -3% | -36
Cc1cc(C)cc(NC(=O)C(Cc2ccccc2)NS(=O)(=O)c2ccc3c(c2)c(=O)n(C)c(=O)n3C)c1 (stereo not given) | 1% | . | . | -4% | . | 17% | ?
O=C(CSc1ccc(Cl)cc1)NC(=O)NC1CCCC1 | ? | 1% | . | 9% | -16% | 0% | -25
COc1ccc(NC(=O)COC(=O)C2=COCCO2)cc1OC | 1% | 7% | 0% | 2% | -41% | -5% | 16
COc1cc(NC(=O)NCC2CCN(Cc3ccccc3F)CC2)cc(OC)c1 | 18% | -3% | -7% | 14% | -1% | 2% | 27
Cc1ccsc1/C=N/NC(=S)NCc1ccccc1 | 8% | 71%[activator] | -4% | -6% | -39% | -4% | 12
O=[N+]([O-])c1ccc2nonc2c1Nc1ccccc1 | 0% | -22% | -1% | -1% | -14% | -1% | 2
COc1ccc(C(=O)NCCn2nc(C)cc2C)cc1OC1CCN(C(C)=O)CC1 | 2% | -5% | 3% | 1% | -4% | ? | -10
COc1ccc(C(=O)COC(=O)CCCC(=O)NC2CCCCC2)cc1 | ? | -4% | 2% | 3% | -4% | -9% | -10
COc1ccc(C(C)=O)cc1CN(C)C | 5µM* | 49%[activator] | -1% | 1% | . | 0% | -18
CCN(CC)S(=O)(=O)c1cc(NC(=O)COC(=O)c2c(C)noc2C)ccc1C | 1% | 13% | . | 1% | -11% | 5% | 2
Cc1cc(OCCCn2ccnc2)cc(C(C)C)c1 | -6% | 0% | -2% | -12% | -3% | 1% | -32
COc1ccc(C(C)NC(=S)NC2CCCCC2)cc1OC (stereo not given) | -2% | 0% | -10% | -15% | -6% | 3% | -1
COc1cc(/C=N/NC(=O)NC2CCCCC2)ccc1O | 0% | 2% | 1% | -3% | -25% | 1% | 23
COCCN(C(=O)CSc1cc(C)c2ccccc2n1)c1c(N)n(CC(C)C)c(=O)[nH]c1=O | -4% | -4%[11.6 µM] | . | -12% | 15% | 8% | -22
CCOc1ccccc1/C=N\Nc1cnn(Cc2ccccc2)c(=O)c1Cl | -33% | 4% | 6% | -7% | 33% | ? | -30
O=C(CSc1nc(-c2cccs2)nc2cc(=O)[nH]n12)Nc1cccc(C(F)(F)F)c1 | 1% | . | . | -15% | . | 7% | -6
COCCN(CCOC)S(=O)(=O)c1ccc(C(=O)NCCCN2CCOCC2)cc1 | -3% | 0% | 1% | -2% | -9% | -17% | -4
CCCN1C(=O)CC(c2ccc(OC)c(OC)c2)C1=O (stereo not given) | . | 0% | . | -4% | . | . | ?
CC(C)(C)C(=O)C[n+]1ccccc1 | 10% | 9% | -5% | 1% | -23% | 3% | -12
Cc1cccc(NC(=O)c2nc[nH]c2C(=O)NCC(=O)OC(C)(C)C)c1 | -15% | 121%[activator] | 4% | 8% | 74%[activator] | 3% | -35
COc1ccc(S(=O)(=O)N(C)C)cc1NC(=O)COc1ccc2c(c1)CCC2 | . | -6% | . | 2% | . | . | -17
CCn1cc(C(=O)O)c(=O)c2cnc(N3CCN(C(=O)Nc4cccc5ccccc45)CC3)nc21 | 0% | . | 6% | . | -12% | 0% | .

Six records drawn at random from the list so far, as already listed:
SMILES | Sm TGR block | AMA1 RON2 block | LmPK inh | Tb PYK inh | AmpC no deterg | AmpC detergent | HCMV antiviral
COc1ccc(C(C)NC(=S)NC2CCCCC2)cc1OC (stereo not given) | -2% | 0% | -10% | -15% | -6% | 3% | -1
COCCN(CCOC)S(=O)(=O)c1ccc(C(=O)NCCCN2CCOCC2)cc1 | -3% | 0% | 1% | -2% | -9% | -17% | -4
Cc1cc(OCCCn2ccnc2)cc(C(C)C)c1 | -6% | 0% | -2% | -12% | -3% | 1% | -32
CCN(CC)S(=O)(=O)c1cc(NC(=O)COC(=O)c2c(C)noc2C)ccc1C | 1% | 13% | . | 1% | -11% | 5% | 2
COc1ccc(C(=O)NCCn2nc(C)cc2C)cc1OC1CCN(C(C)=O)CC1 | 2% | -5% | 3% | 1% | -4% | ? | -10
CCN(c1ccccc1)S(=O)(=O)c1ccc(Cl)c(NC(=O)c2ccc(=O)[nH]n2)c1 | 1% | 9% | . | 1% | -30% | 5% | ?

Continuation.
SMILES | Sm TGR block | AMA1 RON2 block | LmPK inh | Tb PYK inh | AmpC no deterg | AmpC detergent | HCMV antiviral
CCOC(=O)c1cc2c(ccn2C)n1CC(=O)N(CC)CC | 0% | 0% | 0% | 6% | 30% | 1% | 8
Cc1ccc(NC(=O)C2CCCN2C(=O)OCc2ccccc2)cc1F (stereo not given) | -1% | 15% | 8% | -9% | 15% | -4% | -17
CSc1nsc(SC)c1C(=O)N1CCN(S(=O)(=O)c2ccc(C)cc2)C1C (stereo not given) | 5% | -3% | 3% | -8% | -5% | 3% | -4
CCOCCc1nnc(NC(=O)c2cccs2)s1 | 5% | -3% | -27% | -13% | -7% | 1% | 25
CCCC(C(=O)NCc1ccc(OC)cc1)N(Cc1ccco1)C(=O)c1snc(C(N)=O)c1N (stereo not given) | -2%[11.4 µM] | 18% | 14% | 1% | -11% | -15% | -33
CCOC(=O)N(C)C[C@@H]1OCc2cnnn2CCCC(=O)N([C@@H](C)CO)C[C@@H]1C | . | -16% | . | -2% | . | . | 27
CCCCC[C@H](C)N1C[C@H](COCc2ccccc2)Oc2cc(N3CCC[C@H]3COC)ccc2S1(=O)=O | . | 1% | . | 2% | . | . | 0
COc1ccc(/C=C/C(=O)Nc2cccc(S(=O)(=O)NC3=NCCCCC3)c2)c(OC)c1 | -8% | -4% | . | -1% | -3% | ? | -33
CC(=O)NNC(=O)c1ccncc1 | 0% | 17% | 2% | -1% | -15% | ? | 43
CC1(c2ccc(OC(F)F)cc2)NC(=O)N(CC(=O)N2CCN(C(=O)c3ccco3)CC2)C1=O (stereo not given) | -18% | -9% | . | 5% | -4% | ? | 0
CCOC(=O)N1CCc2c(sc(NCc3sccc3C)c2C(=O)Nc2cc(OC)ccc2OC)C1 | -34% | . | . | ? | . | -5% | ?
CC(C)CCn1c(N)c(C(=O)NCc2cccs2)c2nc3ccccc3nc21 | 5% | 14% | 3% | -2% | -18% | ? | -19
Cc1ccc(OCCC(=O)OCC(=O)Nc2ccc3c(c2)OCO3)cc1 | -17% | 24% | . | 5% | -19% | -14% | -2
